# Screening data deposited in PubChem by National Center for Advancing Translational Sciences (NCATS).
# GCN5L2 inh – blocks human GCN5L2 histone acetyltransferase; GCN5L2 HAT assay, ThioGlo1 CoA-SH fluorescence; AID 504327; Q92830; 390,000 tested, 0.21% active; Potency, µM (doses to about 58.9 µM), for the others: at the highest dose activity change, negative = inhibition, most hits filed as inhibitors
# Target sequence (Q92830 whole entry, looked up): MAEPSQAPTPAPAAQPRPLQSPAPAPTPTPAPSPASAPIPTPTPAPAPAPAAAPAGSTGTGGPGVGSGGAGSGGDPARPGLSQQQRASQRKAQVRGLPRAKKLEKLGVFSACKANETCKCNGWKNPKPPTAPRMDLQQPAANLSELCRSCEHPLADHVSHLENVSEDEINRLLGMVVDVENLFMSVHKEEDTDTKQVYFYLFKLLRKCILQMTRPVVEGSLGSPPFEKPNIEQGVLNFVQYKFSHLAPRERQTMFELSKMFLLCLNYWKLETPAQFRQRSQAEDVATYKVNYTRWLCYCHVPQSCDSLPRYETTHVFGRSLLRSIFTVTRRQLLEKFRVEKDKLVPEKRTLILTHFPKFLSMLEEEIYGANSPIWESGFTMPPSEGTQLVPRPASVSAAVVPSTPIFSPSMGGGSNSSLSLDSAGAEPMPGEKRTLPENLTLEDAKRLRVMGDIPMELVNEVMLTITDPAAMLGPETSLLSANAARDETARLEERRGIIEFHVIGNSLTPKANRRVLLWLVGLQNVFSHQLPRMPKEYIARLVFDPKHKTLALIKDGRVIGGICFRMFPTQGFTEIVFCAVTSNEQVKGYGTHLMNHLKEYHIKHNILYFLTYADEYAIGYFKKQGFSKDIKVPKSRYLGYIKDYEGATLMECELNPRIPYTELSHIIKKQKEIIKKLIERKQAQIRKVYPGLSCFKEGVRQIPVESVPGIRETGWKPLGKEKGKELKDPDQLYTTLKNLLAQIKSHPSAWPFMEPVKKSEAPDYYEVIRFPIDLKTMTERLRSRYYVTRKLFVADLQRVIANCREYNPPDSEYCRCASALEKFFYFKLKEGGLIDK
#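 Fluorescence readout, Ex340nm/Em540nm: ThioGlo1 (50uM final) reacts with free CoA thiol released as 20nM GCN5L2 acetylates H3(1-25) peptide (75uM) using acetyl-CoA (70uM). Compound and enzyme sat 15 min beforehand; 20 min room-temperature reaction.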
# N370S GC mod – inhibits or activates N370S mutant glucocerebrosidase. 330,000 tested, 0.092% active. Potency, µM (top dose mostly 59.4 µM), without a hit: at the top dose activity change, negative = inhibition, hits mostly inhibitors. P04062. N370S GC spleen homogenate, 4MU-glucoside fluorescence;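 note: 0% = full enzyme activity and -100% = no enzyme basal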
# FEN1 inhibitor – inhibitors of human flap endonuclease 1 | Potency, µM (doses to about 114 µM), for inactives: top-dose activity change, negative = inhibition, actives largely listed as inhibitors | Recombinant FEN1 flap cleavage, fluorescence, 15 min | P39748 | 390,000 tested, 0.35% active; note: nearly all actives have a fitted effect of over 65% in size
#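 Potency values derive from four-parameter Hill fits of normalized qHTS data. The reaction used 10 nM FEN1 preincubated 15 min at room temperature with compound, then 50 nM DNA substrate, read at 0 and 15 min.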
# An asterisk follows results filed as active; ? = inconclusive; nt = not tested or not shown; [ ] = dose if it differs, or a comment. Calls come from the whole dose curve; as a rule, active = well fitted curve in the direction sought with a large enough effect; inconclusive = small, poorly fitted or top-dose-only effect, or another doubt; inactive = no such curve, though single readings can be large; an effect the other way counts as inactive or inconclusive. Unless noted, % is set by controls: 0 for no effect and ±100 for the full control effect; potency is the fitted concentration of half-maximal effect. A portion of the library; the hit share may differ from the screen's.
SMILES,GCN5L2 inh,N370S GC mod,FEN1 inhibitor
Cc1cccc(NC(=O)Nc2ccccn2)c1C,0.1%,18.5%,-5.0%
O=C(Nc1cccc(S(=O)(=O)N2CCOCC2)c1)c1ccc(=O)[nH]c1,-7.8%,nt,3.7%
COc1ccc(NC(=O)c2cccc(Cn3cc(Br)c([N+](=O)[O-])n3)c2)c(C)c1,-8.9%,7.5%,19.7%
CCc1ccc(CNC(=O)c2cc3c(=O)n(Cc4cccs4)ccc3nc2C)cc1,-2.6%,nt,0.3%
CCN(CC)C(=O)CSc1nc2ccccc2o1,-0.2%,4.0%,10.1%
O=C(NCCN1CCOCC1)c1nn2c(c1Cl)NC(c1ccccc1)CC2C(F)(F)F (stereo not given),-3.0%,-0.1%,1.4%
COCC(O)CSc1nc(C)[nH]c1[N+](=O)[O-] (stereo not given),-0.7%,-5.5%,15.4%
C=CCn1c(CCC(O)COCCCCC)n[nH]c1=S (stereo not given),-5.2%,4.1%,5.3%
CC(NC(=O)C1CCCN1S(=O)(=O)c1cccc2cccnc12)c1ccccc1 (stereo not given),-3.3%,-1.5%,-13.6%
Cc1ccc(N2C(=O)NC(NC(=O)c3ccc(Cl)cc3)(C(F)(F)F)C2=O)cc1 (stereo not given),-5.3%,-0.7%,-11.6%
COc1ccc(N(C(=O)c2snc(C(N)=O)c2N)C(C(=O)NCC2CCCO2)c2ccc3ncccc3c2)cc1OC (stereo not given),-2.2%,-5.4%,0.7%
Cc1ccsc1/C=C/c1n[nH]c(=O)c(C#N)c1C,-9.2%,-9.2%,-2.6%
O=C(COC(=O)[C@H](Cc1ccccc1)N1C(=O)c2ccccc2C1=O)Nc1ccc2c(c1)OCO2,-1.1%[0.501 µM],-21.5%,7.9%
COc1ccc(Cl)cc1NC(=O)CSc1nnc(COc2ccccc2)n1C,-0.2%,3.7%,5.6%
CCCCc1cc(=O)oc2cc(C)cc(OC(C)C(=O)NCC3CCC(C(=O)O)CC3)c12 (stereo not given),-17.6%,2.5%,-3.1%
CCCCNc1nc(Oc2ccc(=O)n(-c3ccccc3)n2)nc(N(C)C)n1,0.0%,nt,-7.8%
Cc1ccc(-c2cc(-c3cccc(F)c3)n[nH]2)c(O)c1,-29.3%,-1.7%,-15.8%
CC(C)c1ccc2[nH]c(O)c(N=NC(=O)c3cccc(S(=O)(=O)Nc4ccccc4Cl)c3)c2c1,2.2%,-17.2%,-0.4%
Cc1ccc(-n2nc(C)c(C(=O)O)n2)c(C)c1,-11.4%,-0.1%,3.1%
CCS(=O)(=O)Nc1ccc(C(=O)OC)cc1,-5.5%,-2.4%,1.1%
Cc1ccc(NS(=O)(=O)c2ccc3c(c2)n(C)c(=O)c(=O)n3C)c(C)c1,0.1%,-6.6%,12.9%
CCCCNC(=O)/C(C#N)=C/c1ccc2c(c1)OCCO2,31.0%[activator],7.7%,-2.6%
Cc1cc(C)cc(NC(=O)CCCc2nc(-c3ccco3)no2)c1,-5.6%,nt,6.5%
CCOc1ccc2nc(NCCNC(=O)C3CC3)c(C)cc2c1,-1.5%,4.2%,-6.0%
CCc1ccc(NC(=O)CN2C(=O)C(=O)c3ccccc32)cc1,-1.1%,nt,4.8%

# Some entries already given, reduced to GCN5L2 inh and FEN1 inhibitor.
mol | GCN5L2 inh | FEN1 inhibitor
Cc1ccsc1/C=C/c1n[nH]c(=O)c(C#N)c1C | -9.2% | -2.6%
O=C(COC(=O)[C@H](Cc1ccccc1)N1C(=O)c2ccccc2C1=O)Nc1ccc2c(c1)OCO2 | -1.1%[0.501 µM] | 7.9%
COc1ccc(Cl)cc1NC(=O)CSc1nnc(COc2ccccc2)n1C | -0.2% | 5.6%
CCCCc1cc(=O)oc2cc(C)cc(OC(C)C(=O)NCC3CCC(C(=O)O)CC3)c12 (stereo not given) | -17.6% | -3.1%
CCCCNc1nc(Oc2ccc(=O)n(-c3ccccc3)n2)nc(N(C)C)n1 | 0.0% | -7.8%

# Complete entries, looked up by structure.
# Record of `O=C(COC(=O)[C@H](Cc1ccccc1)N1C(=O)c2ccccc2C1=O)Nc1ccc2c(c1)OCO2` = GCN5L2 inh = -1.1%[0.501 µM]; N370S GC mod = -21.5%; FEN1 inhibitor = 7.9%
# Record of `CCOc1ccc2nc(NCCNC(=O)C3CC3)c(C)cc2c1` = GCN5L2 inh = -1.5%; N370S GC mod = 4.2%; FEN1 inhibitor = -6.0%

# Going on with the list:
SMILES,GCN5L2 inh,N370S GC mod,FEN1 inhibitor
O=C(NCC12CC3CC(CC(C3)C1)C2)c1nn2cccnc2c1Cl,-24.4%,17.8%,-0.5%
Cc1onc(-c2ccccc2)c1C(=O)NCCc1ccc(Cl)cc1,2.4%,-8.4%,2.2%
FC(F)(F)c1cc(Sc2ccccc2)nc(-c2ccccn2)n1,8.6%,12.3%,-6.2%
Oc1cccc(NC(=S)Nc2ccc(SC(F)F)cc2)c1,-3.0%,1.7%,-6.1%
CCCn1c(-c2ccc(OC)cc2)nc2c(=O)n(C)c(=O)[nH]c21,-2.7%,-1.7%,-2.9%
CCOC(=O)C(CCCCP(=O)(c1ccccc1)c1ccccc1)(NC(C)=O)C(=O)OCC,-5.8%,5.0%,1.3%
Cc1cc(C)c2cc3c(N)c(C(=O)Nc4c(C)[nH]c(=O)[nH]c4=O)sc3nc2c1,-1.4%,10.2%,?
Cc1nn(-c2ccccc2)c2nc(N)c(C#N)c(-c3ccc(C(C)(C)C)cc3)c12,-27.7%,4.4%,-25.6%
OC1C2COC(O2)[C@H](O)C1O (stereo not given in full),4.9%,7.6%,nt
Cn1c(=O)c2c(nc(-n3ccnc3)n2C)n(C)c1=O,-1.0%,0.9%,9.2%
NS(=O)(=O)c1ccc(-c2ccc(C=O)o2)cc1,-8.9%,-2.1%,-3.8%
COc1cccc(NS(=O)(=O)c2cc3c(cc2C)N(C(C)=O)CCO3)c1,-17.1%,-12.4%,-6.4%
C[C@H](NC(=O)c1nc[nH]c1C(=O)NCCCCCN)C(=O)OCc1ccccc1,-0.4%,3.0%,12.0%
O=C(Nc1cccc(Cl)c1)C1CCCN(c2ncnc3c2nc2n3CCCCC2)C1 (stereo not given),-5.3%,nt,-26.3%
O=C(Nc1ccc(S(=O)(=O)Nc2ncccn2)cc1)C1=NN(c2ccccc2)C(=O)CC1,-12.7%,-11.0%,-17.5%
O=C(Nc1ccc(OCC(F)(F)C(F)F)cc1)c1ccncc1,-6.0%,-12.5%,0.0%
CCOc1ccc(Cl)cc1CNCCNCC(C)O (stereo not given),-0.3%,-13.9%,-8.5%
Cc1oc2cc3oc(=O)c(CCC(=O)NCCc4ccccc4F)c(C)c3cc2c1C,0.0%,nt,3.8%
CCNC(=S)Nc1ccc(C)c(Cl)c1,-0.6%,7.9%,-17.3%
O=C(Cc1c(O)c2ccccc2[nH]c1=O)NCc1cccc(F)c1,-2.2%,-0.4%,-6.8%
O=C(Nc1ccc(Cl)cc1)NN1CC(=O)N(c2cccc(C(F)(F)F)c2)CC1=O,0.8%,-1.4%,13.8%
COc1cc(/C=C(\C#N)C(=O)N2CCCCC2)ccc1O,-6.3%,?,8.6%
CCc1ccc(S(=O)(=O)Nc2cccc(-c3ccc(N4CCCCC4)nn3)c2)s1,-2.6%,nt,-9.1%
COc1cccc(Cn2c(=O)n(-c3cccc(Cl)c3C)c(=O)c3c4c(sc32)CN(C(C)=O)CC4)c1,-8.7%,nt,-13.6%
COc1ccc(NC(=O)C2=NN(c3ccccc3)C(=O)CC2)cn1,-8.2%,nt,0.7%
SMILES,GCN5L2 inh,N370S GC mod,FEN1 inhibitor
O=C(CCN1C(=O)/C(=C/c2ccccc2Cl)SC1=S)NN1CCOCC1,-5.1%,-21.4%,18.1%
O=C(NCCc1ccc(Cl)cc1)c1cccc(NC2=NC3CS(=O)(=O)CC3S2)c1 (stereo not given),-6.4%,-7.4%,-6.8%
CN(C)CCCn1c(=S)[nH]c2sc3c(c2c1=O)CCCC3,1.4%,0.2%,-1.5%
Cc1nc([N+](=O)[O-])c(N2CCOCC2)n1Cc1ccccc1,-5.3%,-20.8%,-97.4%
COCCNC(=O)c1onc(CSc2ccccc2F)c1C(=O)O,-3.1%,-6.7%,-3.9%
COc1ccc(C(=O)Nc2ccc(S(=O)(=O)N3CCOCC3)cc2)cc1[N+](=O)[O-],-1.7%,-8.8%,1.7%
O=C(NC1=NCCS1)c1ccc(Cl)c(S(=O)(=O)N2CCCCCC2)c1,-9.2%,-13.0%,-13.8%
CC1(C)Cc2nc3sc4c(SCC(=O)NCc5ccccc5)ncnc4c3cc2CO1,-13.4%,-4.2%,-4.3%
COc1ccc(-c2noc(CCC(=O)NCCc3cccc(C)c3)n2)cc1,-9.0%,4.0%,-0.9%
CC(/C=C/c1ccccc1)=N\NC(=O)Cn1nc(C)cc1C,-0.1%,5.3%,4.5%
CCc1[nH]nc(C(=O)N2CCCC(N3CCN(c4ccccc4C)CC3)C2)c1C (stereo not given),-1.6%,-1.8%,12.0%
CCOCCOCCC(C(=O)O)P(=O)(c1ccccc1)c1ccccc1 (stereo not given),-4.0%,-3.0%,25.0%
FC(F)(F)c1ccccc1NC(=S)Nc1cccc2cnccc12,3.0%,1.2%,-11.6%
OCC[C@H]1C[C@@H](O)[C@H](O)[C@@]2(CCCc3ccccc3O2)O1,-4.9%,-25.0%,18.2%
Cc1[nH]nc2ncc(C(=O)c3cc(F)ccc3O)cc12,2.2%,2.8%,7.0%
NC(=O)CC(NC(=O)c1ccccc1)c1ccc(NC2CCC2)c([N+](=O)[O-])c1 (stereo not given),-5.3%,7.0%,-0.8%
CCCN(CCC)C(=O)CC(c1ccccc1)c1ccc(C)cc1O (stereo not given),-16.0%,12.9%,-2.7%
Cc1ccccc1NC(=O)c1cccc(S(=O)(=O)N2CCCCC2)c1,-6.9%,2.3%,-3.8%
Cc1cc(C(=O)O)ccc1-n1c(C)cc(/C=C2\SC(=O)NC2=O)c1C,0.7%,-7.0%,11.7%
CCOc1ccccc1OCC(=O)OCC(=O)Nc1ncc(Cl)cc1Cl,-0.2%,18.4%[2.35 µM],2.5%
O=C(CN1CCC(C(=O)O)CC1)Nc1ccccc1Oc1ccccc1,-2.0%,-7.1%,-7.6%
CCOC(=O)c1ccc(N2C(=O)Cc3ccccc3C2=O)cc1,-10.4%,-0.2%,7.9%
Cc1ccc(C(O)Cn2nc(C)cc2C)cc1 (stereo not given),-1.6%,1.2%,1.4%
O=[N+]([O-])c1cc(Br)c(O)c(/C=N/Nc2nnnn2-c2cccc3ccccc23)c1,?,21.7%,?
COCCCNC(=S)N1CCN(C(=O)c2ccco2)CC1,-4.4%,-7.7%,-0.9%

# Copied from the list.
# FEN1 inhibitor result of `Cc1nc([N+](=O)[O-])c(N2CCOCC2)n1Cc1ccccc1` is entered as -97.4%
# GCN5L2 inh result of `CCOC(=O)c1ccc(N2C(=O)Cc3ccccc3C2=O)cc1` is entered as -10.4%

# Next section.
SMILES,GCN5L2 inh,N370S GC mod,FEN1 inhibitor
COc1ccc(-n2cnnc2SCC(=O)Nc2cc(C(C)(C)C)nn2-c2ccccc2)cc1,-7.5%,nt,-1.3%
CCOC(=O)c1c(S(=O)(=O)NCC(=O)N(C)Cc2ccccc2)c(C)n(C)c1C,0.3%,nt,-4.3%
C/C(Cn1cnc([N+](=O)[O-])n1)=N\NC(=O)c1ccccc1,0.5%,1.2%,9.1%
O=C(NCc1ccco1)c1cccc2c1C(=O)c1ccc(/C=C/c3ccccc3)cc1S2(=O)=O,?,nt,?
O=C(Nc1ccccc1Cl)Nc1ccnn1C1CCN(C(=O)c2cscn2)CC1,-3.1%,0.7%,-2.4%
CC(C)(C)c1nnc(NC(=O)C2CC(=O)N(CCc3ccc(F)cc3)C2)s1 (stereo not given),2.0%,0.7%,3.0%
CCCNC(=O)CSc1nc(Cc2ccccc2)nc2ccccc12,-4.6%,?,-14.6%
CC(=O)OC[C@H]1O[C@@H](O[C@H]2C[C@]3(C)C(C[C@@H](O)C4C([C@]5(C)CC[C@@H](C(C)(C)O)O5)CC[C@]43C)[C@@]3(C)CC[C@H](O)C(C)(C)C23)[C@H](O[C@@H]2O[C@@H](C)[C@H](O)[C@@H](O)[C@H]2O)[C@@H](O)[C@@H]1O (stereo not given in full),1.9%,nt,18.8%
CCOc1ccc(N2C(=O)CNC2=S)cc1,-5.7%,-10.9%,-4.8%
Cc1ccc(S(=O)(=O)N2CCCCC2C)cc1[N+](=O)[O-] (stereo not given),-7.8%,-3.2%,0.9%
O=C(NCc1ccc2c(c1)OCO2)c1ccc(Cl)s1,-3.1%,9.6%,-1.4%
Cc1ccccc1N(C(=O)Cc1cccs1)C(C(=O)NCC1CCCO1)c1cccnc1 (stereo not given),-22.1%,-11.8%[12.8 µM],6.8%
COc1ccc(Cl)cc1Nc1sc(C(=O)c2ccccc2)c(N)c1C(=O)Nc1ccccc1,-4.1%,nt,-16.7%
CS(=O)(=O)N(CC(=O)Nc1ccccc1C(=O)N1CCOCC1)c1cccc([N+](=O)[O-])c1,1.7%,-1.4%,4.9%
CC(C(=O)N(C)C1CCS(=O)(=O)C1)N1C(=O)/C(=C/c2ccc(F)cc2)SC1=S (stereo not given),-14.0%,4.3%,9.5%
O=C(Cc1c(F)cccc1Cl)N1CCCC1,-3.2%,1.5%,-9.5%
